# GAA glycogen mod: inhibitors or activators of human alpha-glucosidase glycogen cleavage. P10253. recombinant GAA, glycogen substrate, Amplex Red glucose oxidase fluorescence. Potency, µM (highest dose often 76.4 µM), without a hit: at the highest dose activity change, negative = inhibition, actives largely listed as inhibitors. actives 0.38% (n = 300,000). AID 2100;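 further: 0% = full enzyme reaction and -100% = no-enzyme basal signal; the screen sought inhibitors and activators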
#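 Recombinant human enzyme (4 nM); glycogen substrate; 37 C, 40 min, pH 5.0. Readout: coupled glucose oxidase/Amplex Red fluorescence.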
# L3MBTL1 block: blocks human L3MBTL1 | Q9Y468 | AlphaScreen L3MBTL1–H3K9me1 peptide binding | Potency, µM (doses to about 57.1 µM), inactives show top-dose activity, negative = inhibition, actives largely listed as inhibitors | actives 0.66% (n = 230,000); further: nearly all actives have a fitted effect of over 60% in size
# Target sequence (Q9Y468 whole entry, looked up): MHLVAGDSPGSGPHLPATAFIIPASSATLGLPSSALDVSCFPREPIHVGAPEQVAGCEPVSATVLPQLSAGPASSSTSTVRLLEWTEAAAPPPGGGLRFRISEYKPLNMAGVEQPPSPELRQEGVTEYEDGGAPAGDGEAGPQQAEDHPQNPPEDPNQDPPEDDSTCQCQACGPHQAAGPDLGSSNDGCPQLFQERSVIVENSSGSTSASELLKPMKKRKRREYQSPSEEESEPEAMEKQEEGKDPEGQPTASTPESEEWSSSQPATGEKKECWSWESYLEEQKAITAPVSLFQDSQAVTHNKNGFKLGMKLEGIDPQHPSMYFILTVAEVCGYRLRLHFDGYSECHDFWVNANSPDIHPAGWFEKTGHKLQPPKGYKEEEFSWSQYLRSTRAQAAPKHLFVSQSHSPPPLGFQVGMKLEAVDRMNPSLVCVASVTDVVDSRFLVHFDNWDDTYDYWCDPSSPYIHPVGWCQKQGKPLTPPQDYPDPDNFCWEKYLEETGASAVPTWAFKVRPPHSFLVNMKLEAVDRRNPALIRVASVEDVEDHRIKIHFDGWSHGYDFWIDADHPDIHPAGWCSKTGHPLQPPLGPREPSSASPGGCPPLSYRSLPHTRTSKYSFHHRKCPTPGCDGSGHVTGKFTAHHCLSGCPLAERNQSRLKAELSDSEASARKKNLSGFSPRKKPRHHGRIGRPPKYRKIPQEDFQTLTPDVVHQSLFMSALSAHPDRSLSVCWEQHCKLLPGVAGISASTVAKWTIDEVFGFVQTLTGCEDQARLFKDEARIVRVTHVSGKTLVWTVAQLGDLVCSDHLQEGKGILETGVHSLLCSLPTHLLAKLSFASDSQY
#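 First, the protein-peptide complex forms for 30 min at room temperature (L3MBTL1 50 nM, biotinylated H3K9me1 peptide 75 nM). Next, compounds are pin-transferred and incubated 30 min. Finally, AlphaScreen beads are added and read after 30 min.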
# The depositor's hits bear a star; ? = inconclusive; [ ] = dose if it differs, or a comment. The call rests on the fitted dose curve; in most records, active means well fitted curve in the direction sought with a large enough effect; inconclusive means small, poorly fitted or top-dose-only effect, or another doubt; inactive means no such curve, though single readings can be large; an effect the other way counts as inactive or inconclusive. Unless noted, on the % scale 0 is the no-effect control and ±100 the full control effect; potency means the concentration at half of the fitted maximal effect. Some of the compounds tested; rates above refer to the full screens.
# The first four compounds as a preview:
Compound	GAA glycogen mod	L3MBTL1 block
CCOC(=O)C1=C(N)Oc2cc(O)ccc2C1c1ccccc1 (stereo unspecified)	1.7%[76.3 µM]	-2.1%[2.29 µM]
NC(=O)CC(NC(=O)Cc1ccc(Cl)cc1)c1ccc(NCCN2CCOCC2)c([N+](=O)[O-])c1 (stereo unspecified)	17.7%[76.3 µM]	5.1%
COc1cc(C(=O)NCCCCCCNC(=O)c2cc(OC)c(OC)c(OC)c2)cc(OC)c1OC	15.4%[76.3 µM]	-2.3%
Cc1cc(C)cc(N=C2NC(=O)CS2)c1	-6.1%[76.3 µM]	-9.4%

# The list itself, from the first entry:
Compound	GAA glycogen mod	L3MBTL1 block
CCOC(=O)C1=C(N)Oc2cc(O)ccc2C1c1ccccc1 (stereo unspecified)	1.7%[76.3 µM]	-2.1%[2.29 µM]
NC(=O)CC(NC(=O)Cc1ccc(Cl)cc1)c1ccc(NCCN2CCOCC2)c([N+](=O)[O-])c1 (stereo unspecified)	17.7%[76.3 µM]	5.1%
COc1cc(C(=O)NCCCCCCNC(=O)c2cc(OC)c(OC)c(OC)c2)cc(OC)c1OC	15.4%[76.3 µM]	-2.3%
Cc1cc(C)cc(N=C2NC(=O)CS2)c1	-6.1%[76.3 µM]	-9.4%
COc1ccc(-n2nnnc2SCC(=O)Nc2ccc(OC)cc2OC)cc1	0.4%[76.3 µM]	-0.9%
CCCOc1ccccc1/C=C1\SC(N2CCCCC2)=NC1=O	12.4%[76.3 µM]	1.8%[2.29 µM]
CCC(=O)Nc1ccc(NCc2ccc(-c3ccccc3)cc2)cc1	-5.5%[76.3 µM]	-2.2%
O=C(NC1CCCC1)c1cc(=O)[nH]c2ccccc12	9.3%[76.3 µM]	8.5%
COc1ccc2oc(=O)c(C(=O)NCc3ccccc3)cc2c1	12.0%[76.3 µM]	0.2%
COc1ccc(C(C#N)N2N=C(C)CC2c2ccccc2)cc1OC (stereo unspecified)	25.9%[76.3 µM]	-0.4%
Cc1cc(C)n(C(=O)c2cc([N+](=O)[O-])cc([N+](=O)[O-])c2)n1	-5.9%[76.3 µM]	-5.8%
Cc1ccccc1N=C1NC(=O)C(CO)(CO)S1	3.3%[76.3 µM]	4.1%
CCCCC(Sc1nc(C)c(Cc2ccccc2)c(=O)[nH]1)C(=O)O (stereo unspecified)	-17.2%[76.3 µM]	40.7%[activator]
Cc1cc2c(Nc3ccc(C(=O)O)cc3)ncnc2s1	-3.3%[76.3 µM]	-3.5%
CCSc1nsc(NC(=O)Nc2cccc(F)c2)n1	-5.4%[76.3 µM]	9.0%
Cc1ccccc1CN1CCN(Cc2cc(=O)c3ccccc3[nH]2)CC1CCO (stereo unspecified)	-0.4%[76.3 µM]	-2.0%
CN(c1ccccc1)S(=O)(=O)c1ccc2ccccc2c1	-10.1%[76.3 µM]	12.3%
O=C(NCCN1CCN(c2ccccc2)CC1)Nc1cccc(Cl)c1	10.9%[76.3 µM]	-8.3%
CCn1ncc([N+](=O)[O-])c1C(=O)Nc1c(C)cccc1C	3.4%[76.3 µM]	1.7%
COc1cccc(CNC(=O)c2cccc(NC3=NC4CS(=O)(=O)CC4S3)c2)c1 (stereo unspecified)	-24.1%[76.3 µM]	1.9%
CC(C)(C)c1cc(C2=CSC3=NCCN23)cc(C(C)(C)C)c1O	?	2.0%[2.29 µM]
N/C(=N\OC(=O)c1ccc(Cl)c([N+](=O)[O-])c1)c1ccccc1	-1.2%[76.3 µM]	-2.1%
COc1ccc(C(=O)NC(C)CCc2ccccc2)cc1 (stereo unspecified)	10.5%[76.3 µM]	-1.5%[2.29 µM]
Cc1nccn1CCOc1ccccc1Cl	-5.7%[76.3 µM]	-10.7%
CN1CCN(C(=O)c2cc([N+](=O)[O-])ccc2Cl)CC1	-2.0%[76.3 µM]	-0.1%
COc1ccccc1N(Cc1cc2ccc(C)cc2[nH]c1=O)C(C)=O	6.1%[76.3 µM]	8.3%
COc1cc(OC)c(OC)cc1CNc1nnnn1C	-2.3%[76.3 µM]	-0.8%
CCCCC(=O)N1CCN(c2nc(-c3ccc(F)cc3)cs2)CC1	-1.9%[76.3 µM]	31.8%[activator]
Cc1ccc(-c2cc(C(=O)Nc3cc(C)ccc3O)no2)cc1	0.6%[76.3 µM]	-0.6%
Oc1cccc(/C=N/N=C/c2cccc(O)c2O)c1O	?	-2.3%
CNC(=O)C12CC3CC(C1)CC(c1ccc(C)cc1)(C3)C2	-6.7%[76.3 µM]	1.2%
COc1ccccc1-c1coc2c(CN3CCOCC3)c(O)ccc2c1=O	-11.9%[76.3 µM]	1.3%
CSc1ccc(C(=S)N2CCCCCC2)cc1	1.5%[76.3 µM]	-4.0%
Cc1cc(OCC(O)CN2CCc3ccccc3C2)ccc1Cl (stereo unspecified)	1.2%[76.3 µM]	8.6%
Cc1cccc(C)c1NC(=O)c1cccnc1	4.7%[76.3 µM]	-1.2%[2.29 µM]
CCOC(=O)[C@@H]1[C@H]2COc3ccccc3[C@@H]2N2C(=O)N(c3cccc(Cl)c3)C(=O)[C@@]12C	-6.4%[76.3 µM]	9.3%
CS(=O)(=O)N(CC(=O)NCCSCc1ccccc1)c1ccccc1Cl	2.9%[76.3 µM]	-1.0%
COc1cc(C(=S)N2CCOCC2)ccc1OC(=O)c1ccc([N+](=O)[O-])cc1[N+](=O)[O-]	1.3%[76.3 µM]	-7.5%
Cc1ccc(SCC(=O)NCCc2ccccc2)cc1	-9.4%[76.3 µM]	3.3%
COCCCNC(=S)N(CCO)Cc1cc2cc3c(cc2[nH]c1=O)OCO3	-0.3%[76.3 µM]	4.8%
COc1ccccc1NC(=O)CCCCCN1C(=O)c2cccc3cccc(c23)C1=O	-3.7%[76.3 µM]	-7.4%
COC(=O)c1ccc(CN2CCc3ccccc32)cc1	-6.3%[76.3 µM]	-3.2%
COc1ccccc1NC(=O)CN(c1ccccc1C)S(C)(=O)=O	12.9%[76.3 µM]	5.0%[2.29 µM]
CCN(CC)CCC(O)(c1ccccc1)C1CCCCC1 (stereo unspecified)	2.5%[76.3 µM]	-5.2%[2.29 µM]
COC(=O)C(Cc1ccc(O)cc1)NC(=O)CCOc1ccc(OC)cc1 (stereo unspecified)	14.4%[76.3 µM]	-7.6%
Cc1cc(C)c(S(=O)(=O)NCCCn2ccnc2)cc1C	2.3%[76.3 µM]	-6.2%[2.29 µM]
O=C(CCC(=O)N1CCOc2ccccc21)NCCCN1CCOCC1	-10.7%[76.3 µM]	0.6%
CC(C)(C)OC(=O)NCCCC[C@H](NC(=O)c1nc[nH]c1C(=O)NCc1ccc(CNC(=O)OC(C)(C)C)cc1)C(=O)OC(C)(C)C	15.4%[76.3 µM]	6.8%
CCC(C)C(=O)Nc1ccc(S(=O)(=O)Nc2nccs2)cc1 (stereo unspecified)	3.4%[76.3 µM]	-1.2%
O=C(O)c1cccc(CSc2nnc(-c3cccnc3)o2)c1	-7.9%[76.3 µM]	15.5%
CC(C)Cc1ccc(S(=O)(=O)Nc2cccnc2)cc1	18.4%[76.3 µM]	7.0%
CCCCCCCOc1ccc(C(=O)Nc2cccnc2)cc1	-12.3%[76.3 µM]	2.4%[2.29 µM]
CN1CCC(N(C)S(=O)(=O)c2ccc(Cl)cc2)CC1	-10.1%[76.3 µM]	?
O=C(Nc1ccc(CN2CCOCC2)cc1)c1cc(Br)ccc1Cl	-0.2%[76.3 µM]	?
COc1ccccc1NC(=O)CCN1C(=O)/C(=C/c2cc(OC)c(OC)c(OC)c2)SC1=S	11.2%[76.3 µM]	-3.0%[2.29 µM]
COc1cccc(C(=O)N/N=C(\C)CC(=O)Nc2ccc(N(C)C)cc2)c1	1.4%[76.3 µM]	-9.1%
COC(=O)CN(C)C(=O)c1ccc(OC)c(OC2CCN(C(C)C)CC2)c1	-7.3%[76.3 µM]	-7.5%
CCc1ccccc1N(CC(=O)NC(C)c1ccccc1)S(C)(=O)=O (stereo unspecified)	13.1%[76.3 µM]	2.9%
COc1cccc(CN2CCN(Cc3cc4ccccc4o3)CC2CCO)c1 (stereo unspecified)	-3.2%[76.3 µM]	-1.0%
COc1ccc(C(=O)NC2CCN(S(=O)(=O)c3ccccc3)CC2)cc1	-3.1%[76.3 µM]	-7.8%

# Carrying on:
Compound	GAA glycogen mod	L3MBTL1 block
CC(Nc1nc(=S)nc(Nc2ccc(F)cc2)[nH]1)c1ccccc1 (stereo unspecified)	16.0%[76.3 µM]	-0.7%
COc1cc2ncc(S(=O)(=O)c3ccccc3)c(N3CCCC(C)C3)c2cc1OC (stereo unspecified)	-9.6%[76.3 µM]	-4.8%
Cc1cc(Br)cc(/C=N/NC(=O)c2ccc3c(c2)OCO3)c1O	8.7%[76.3 µM]	-9.2%
CC[C@@]12C(=O)N(c3cccc(C)c3)C(=O)N1[C@H](c1ccc(Br)cc1)[C@@H]1C(=O)N(C(C)(C)C)C(=O)[C@@H]12	-1.0%[76.3 µM]	2.7%
N#CCCN1CCC(NC(=O)OCc2ccccc2)CCC1=O (stereo unspecified)	-4.5%[76.3 µM]	10.8%
CCN1C(=NCCOC)N[C@@H](c2ccccc2)[C@H](C(=O)OC)[C@H]1C	17.9%[76.3 µM]	5.4%
Cc1ccc(C(=O)Nc2ccccc2C(=O)Nc2ccccn2)cc1Cl	2.5%[76.3 µM]	3.0%
CC(C)C[C@@H](CO)N1CCN(Cc2ccccc2)CCC1=O	2.5%[76.3 µM]	-6.8%
CC(C)OCCCNC(=S)N1CCC(C(=O)c2ccc(Cl)cc2)CC1	4.8%[76.3 µM]	4.3%
COc1ccccc1NS(=O)(=O)c1cc2c(cc1C)NC(=O)CO2	-0.3%[76.3 µM]	7.4%
COc1ccc(OC)c(NC(=O)Cc2ccc(NC3=NC4CS(=O)(=O)CC4S3)cc2)c1 (stereo unspecified)	11.3%[76.3 µM]	0.0%
Cc1ccccc1CC(=O)Nc1cc(C(C)(C)C)on1	16.2%[76.3 µM]	7.7%
CCN(CC)Cc1c(O)ccc2c(=O)c(-c3ccccc3)coc12	8.0%[76.3 µM]	-2.9%
O=c1sc2ccccc2c(N2CCOCC2)c1[N+](=O)[O-]	14.7%[76.3 µM]	-1.9%
COC(=O)CCCC(=O)N1CCCC(N(C)CCc2ccccc2)C1 (stereo unspecified)	-5.9%[76.3 µM]	0.9%
CC1CN(CCOCCSc2ccc(Cl)cc2)CC(C)O1 (stereo unspecified)	-11.1%[76.3 µM]	8.4%
COc1ccc(CNC(=O)CSc2nc3ccccc3n2C(C)=O)cc1	-9.2%[76.3 µM]	-2.0%
CC(=O)Nc1ccc(NC(=O)CSc2nnc(CC(C)O)n2-c2ccccc2)cc1 (stereo unspecified)	-0.7%[76.3 µM]	9.2%
O=[N+]([O-])c1cc([N+](=O)[O-])c(Oc2ccc(Cl)c3cccnc23)cc1NN1CCCCC1	-6.4%[76.3 µM]	?
COCC(C)(C)COS(N)(=O)=O	4.2%[76.3 µM]	9.6%
O=C(Nc1cccc(NC(=O)c2ccccc2Cl)c1)c1cccs1	2.6%[76.3 µM]	2.0%
Cc1nc2ccc([N+](=O)[O-])cc2c(=O)n1Cc1cccc(Br)c1	-11.7%[76.3 µM]	-6.4%
Nc1ccc(S(=O)(=O)Nc2ccc(C(=O)c3ccccc3)cc2)cc1	-1.2%[76.3 µM]	1.3%
Cc1cccc2c1cnn2C(=O)CCC(=O)NCc1ccc(F)cc1	3.3%[76.3 µM]	4.2%
CCOC(=O)C1=C(C)N=c2s/c(=C\c3ccc(OCC(=O)O)cc3)c(=O)n2C1c1ccccc1 (stereo unspecified)	-2.4%[76.3 µM]	-0.2%
Nc1ccccc1NC(=O)NC(=O)c1ccccc1	3.7%[76.3 µM]	0.1%
CCCCCOC(=O)c1ccc(NC(=O)c2cccc(NC(=O)c3ccccc3C(=O)O)c2)cc1	6.9%[76.3 µM]	-1.2%
CCOc1ccccc1NS(=O)(=O)c1ccc2oc(=O)ccc2c1	-12.5%[0.611 µM]	11.9%
CCOc1ccc2nc(NC(=O)CN3CCN(CC)CC3)sc2c1	0.1%[76.3 µM]	-1.7%
N#CCNC(=O)C1CC(=O)N(CCc2ccc(F)cc2)C1 (stereo unspecified)	10.8%[76.3 µM]	-0.8%
COCCCn1c(=O)c2sccc2n(Cc2ccc(C)cc2)c1=O	-11.2%[76.3 µM]	8.2%
CC(NC(=O)c1ccc(NC2=NC3CS(=O)(=O)CC3S2)cc1)c1ccccc1 (stereo unspecified)	18.4%[76.3 µM]	2.1%
CCCN1CCC(=O)N([C@H](CN=[N+]=[N-])Cc2ccccc2)CC1	15.5%[76.3 µM]	-2.8%
CCCCc1cc(=O)oc2c(C)c(OCC(=O)N3CCC(C(=O)O)(c4ccccc4)CC3)ccc12	4.5%[76.3 µM]	9.5%
CC(NC(=O)c1ccc2ccccc2n1)c1ccccc1 (stereo unspecified)	2.8%[76.3 µM]	13.8%
CC(C)C[C@H](NC(=O)OC(C)(C)C)C(=O)N[C@@H](CO)[C@H](O)[C@@H]1C[C@@H]1C(=O)NC1CCCCC1	-7.9%[76.3 µM]	11.1%

# Screens: PubChem, National Center for Advancing Translational Sciences (NCATS)
